Screens from PubChem BioAssay.
FXIIa single – blocks human coagulation factor XIIa activity. inhibition, % at 10 µM. purified human FXIIa, AMC substrate fluorescence, 2 h. P00748. 33,000 tested, 0.2% active; in the data active = inhibition above about 30%;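 note: 0% = enzyme with vehicle only and 100% = no enzyme blank; many of its hits are not listed in these tables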
FXIa single inh – inhibitors of human coagulation factor XIa; P03951; purified human FXIa, fluorogenic AMC substrate cleavage; inhibition, % at 10 µM; 33,000 tested, 0.3% active; AID 687;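 active = inhibition above 40% in the primary screen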;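 note: 0% = enzyme without compound and 100% = blank wells lacking enzyme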
Target sequence (P03951 19-387 limits assumed): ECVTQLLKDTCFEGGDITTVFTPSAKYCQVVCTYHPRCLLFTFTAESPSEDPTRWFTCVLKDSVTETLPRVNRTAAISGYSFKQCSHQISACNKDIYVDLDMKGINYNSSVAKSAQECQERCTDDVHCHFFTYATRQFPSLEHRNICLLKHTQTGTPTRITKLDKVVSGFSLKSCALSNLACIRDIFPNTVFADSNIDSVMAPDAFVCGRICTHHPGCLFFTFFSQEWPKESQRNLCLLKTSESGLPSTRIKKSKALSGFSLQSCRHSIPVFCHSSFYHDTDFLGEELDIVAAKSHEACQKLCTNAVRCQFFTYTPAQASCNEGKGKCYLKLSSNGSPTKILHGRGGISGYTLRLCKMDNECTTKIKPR
Target sequence (P03951 388-625 limits assumed): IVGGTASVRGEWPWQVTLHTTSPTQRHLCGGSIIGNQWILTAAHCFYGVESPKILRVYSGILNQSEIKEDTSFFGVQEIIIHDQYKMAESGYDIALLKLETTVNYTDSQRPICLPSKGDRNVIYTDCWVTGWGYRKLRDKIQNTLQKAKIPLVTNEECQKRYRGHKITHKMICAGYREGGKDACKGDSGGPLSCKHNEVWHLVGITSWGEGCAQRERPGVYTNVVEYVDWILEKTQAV
An asterisk follows results filed as active. A portion of the library; rates above refer to the full screens.

FXIIa single	FXIa single inh	smiles
2	-1	Cc1cnc(NC(=O)C2CCCC2)s1
8	7	Cn1cc(NC(=O)c2cc(NC(=O)c3cc(NC=O)cn3C)cn2C)cc1C(=O)NCCC(=N)N
8	-5	COC(=O)c1cc(C#N)c(N(C)Cc2ccccc2)nc1C
9	2	O=C(CCS(=O)(=O)c1ccc(Br)s1)NC1CCCCCC1
10	4	O=C(COC(=O)c1cc(S(=O)(=O)N2CCc3ccccc3C2)ccc1Cl)NCc1ccco1
3	6	CCOC(=O)c1cnc(-c2ccccc2)[nH]c1=O
6	-6	C/C(Nc1ccccc1)=C(/C#N)C(N)=O
7	1	CCCOC(=O)C1[C@H]2C(=O)N(CC3CCCO3)C[C@]23C=C[C@H]1O3 (stereo partly drawn)
1	15	Cc1ccc(C(=O)Nc2ccc(F)cc2F)o1
25	-3	CCN(CC)CCCN1C(=O)C(=O)/C(=C(/O)c2ccc(C)cc2)C1c1ccccn1 (stereo not drawn)
3	0	CN(CC(=O)NC1CCCCCC1)S(=O)(=O)c1ccc2c(c1)n(C)c(=O)c(=O)n2C
-15	13	CC(C)c1cc(C(F)(F)F)n2nc(C(=O)O)cc2n1
-11	-1	CCN(CC)CCN1C(=O)C(O)=C(C(C)=O)C1c1ccc(OC)c(OC)c1 (stereo not drawn)
-15	2	CCOc1ccc(NC(=O)CSc2nnc(-c3ccncc3)n2CC2CCCO2)cc1 (stereo not drawn)
7	-6	O=C(Nc1cccc(S(=O)(=O)N2CCOCC2)c1)c1cc2c(s1)CCC2
6	-1	O=C(Nc1ccc(S(=O)(=O)NCCc2ccccc2)cc1)c1ccc(Br)o1
6	3	O=C(CSc1nccc(=O)[nH]1)Nc1ccc(Br)c(Cl)c1
8	0	O=C(Nc1ccc2c(c1)OCO2)N1CCN(C/C=C/c2ccccc2)CC1
4	7	O=C(O)CC(c1cccc(Cl)c1)n1cccc1 (stereo not drawn)
6	5	CCOc1cccc(CNn2cnnc2)c1OCc1ccccc1Cl
2	4	COc1ccc(-c2nn(-c3ccccc3)cc2C(=O)Nc2nccs2)cc1OC
6	-5	CCCCOn1c(C)c(C(=O)OCC)c2c3no[n+]([O-])c3ccc21
2	-1	Cc1ccc(S(=O)(=O)N2CCCC2C(=O)NC2=NCCS2)cc1 (stereo not drawn)
2	2	COc1ccc(C2CCCN2C(=O)Nc2ccc(C)c(C)c2)cc1OC (stereo not drawn)
2	1	COc1ccc(C)cc1NS(=O)(=O)c1cc(C)ccc1C
7	-14	Cc1noc(C)c1C(=O)OCC(=O)Nc1ccccc1Oc1ccccc1
7	9	COc1cccc(CN2C(=O)c3ccccc3C2C(=O)NCC2CCCO2)c1 (stereo not drawn)
-9	12	COc1ccc(NC(=O)c2noc3c2CCC3)cc1
7	-3	CCOC(=O)CC(NC(=O)c1ccco1)c1ccc(C)cc1 (stereo not drawn)
5	12	O=C1CC(N2CCN(c3ccccc3)CC2)C(=O)N1c1ccc2c(c1)OCCO2 (stereo not drawn)
4	-13	O=C(Nc1ccc(Cl)cn1)c1ccc2ccccc2n1
0	-2	CCc1cc(=O)oc2cc(OC(C)=O)cc(OC(C)=O)c12
-8	22	O=C(COc1ccc(Cl)cc1)N1CCN(S(=O)(=O)c2ccccc2)CC1
-14	18	CCc1nnc(NC(=O)CSc2nnc(C)n2-c2ccc(C)cc2)s1
2	-2	CC(C)(C)NC(=O)CN1CCC(O)(c2ccccc2)CC1
12	-2	O=C(c1ccccc1Cl)N1CCc2ccccc2C1
4	3	O=C(Nc1ccc2c(c1)OCO2)c1cccs1
-9	-5	CCOC(=O)N1CCC(NC(=O)c2ccc3c(c2)N(C)CCS3)CC1
2	2	Cc1cc(NC(=O)CCSc2nc(-c3ccco3)cc(C(F)(F)F)n2)n(-c2ccccc2)n1
-1	-4	CCCCOc1ccc(-c2c(C#N)c(N)nc(SCC(N)=O)c2C#N)cc1
-18	2	O=C(NCCO)c1cc2c(s1)CCC2
-1	-3	CCOC(=O)c1cc(NC(=O)c2c(C)noc2C)cc(C(=O)OCC)c1
8	3	Cc1noc2ncnc(Sc3ccc(Cl)cc3)c12
-12	-3	Cc1ccc(C(C(=O)NC2CCCC2)N(Cc2ccc(F)cc2)C(=O)c2csnn2)o1 (stereo not drawn)
9	1	CCCCN1C(=O)C(O)=C(C(C)=O)C1c1ccc(OC)cc1OC (stereo not drawn)
3	-7	CCOC(=O)c1cnc2c(C)cccc2c1NCc1ccco1
9	-5	O=C(c1cccc(S(=O)(=O)NCc2ccccc2)c1)N1CCN(Cc2ccccc2)CC1
-7	-2	COc1ccc(Cl)cc1-c1n[nH]c(=S)n1C1CCCCC1
-15	16	C=CCOc1ccc2c(c1)C(=NO)c1cc(OCC=C)ccc1-2
5	3	FC(F)(F)c1cc(-c2cccs2)nc(-n2cc(Cl)cn2)n1

In the list so far, these have a COOH group.
FXIIa single	FXIa single inh	smiles
-15	13	CC(C)c1cc(C(F)(F)F)n2nc(C(=O)O)cc2n1
4	7	O=C(O)CC(c1cccc(Cl)c1)n1cccc1 (stereo not drawn)

Next part.
FXIIa single	FXIa single inh	smiles
14	10	COC(=O)c1c(NC(=O)c2ccc(Br)s2)sc2c1CCC2
-11	-10	COc1ccc(Cl)cc1NC(=O)NCCCl
-2	1	COc1cccc(-c2cc(C(F)(F)F)nc(-n3cc(Cl)cn3)n2)c1
-14	0	O=C(c1ccc(Cl)cc1)N1CCCCC(Sc2nnc(-c3ccc4c(c3)OCO4)o2)C1=O (stereo not drawn)
3	-1	CSc1nc(N)nc(SCCS(=O)(=O)c2ccc(Cl)cc2)c1C#N
12	0	CCNc1nc(OC)nc(Oc2ccc(C(=O)OC)cc2)n1
2	-9	O=c1[nH]c2c(s1)C(c1ccco1)C1C3CCC(C3)C1S2 (stereo not drawn)
2	-3	O=c1c2c([nH]c3ccccc13)CCCC2
2	-5	O=C(Nc1ccc(Cl)c(Cl)c1)c1ccncc1
-4	23	CC(=O)N1c2ccccc2C(C)(c2ccccc2)CC1(C)C (stereo not drawn)
-2	-5	Cc1ccc(S(=O)(=O)CC(c2ccccc2)N2CCOCC2)cc1 (stereo not drawn)
6	-1	Cc1sc(NC(=O)CN2CCOCC2)nc1-c1ccc2c(c1)CCN2S(=O)(=O)c1ccccc1
7	6	Cc1ccc(NC(=O)c2cccc(OCc3c(C)noc3C)c2)c(C)c1
3	-3	COc1cccc(CN(C)C(=O)c2ccc3nccnc3c2)c1
14	3	Cc1cccc(NS(=O)(=O)c2cc(OCC(N)=O)c(C)cc2Cl)c1
20	6	CCOc1ccccc1NC(=O)c1cccnc1
1	4	Nc1ccccc1Nc1ccncc1[N+](=O)[O-]
3	-4	CC(=O)Oc1ccc(C)cc1-n1nc2ccccc2n1
-1	-6	CC(C)(C)OC(=O)Cn1c(=O)cnc2ccccc21
11	8	CCCCOC(=O)C1CCCC(C)N1 (stereo not drawn)
5	2	O=C(Nc1cc(C(F)(F)F)ccc1N1CCOCC1)c1cccnc1
3	1	CCN(Cc1ccncc1)C(=O)C1CCN(S(=O)(=O)c2cccs2)CC1
6	-4	CC(C)Nc1nc(NC(C)C)nc(OCCOC(=O)Nc2ccccc2)n1
-17	3	CC1(C)CC(=O)NC=C(c2ccccc2)C1
4	3	O=C(Nc1nc2ccccc2s1)C1CC(=O)N(c2ccccc2)C1 (stereo not drawn)
15	-2	C(=N\n1cnnc1)/c1cccs1
5	-9	COc1ccc2[nH]c(=O)c(CNc3cccc(C)c3)cc2c1
7	-1	CCOC(=O)c1sc2ncn(/N=C/c3ccccn3)c(=O)c2c1C
4	-3	COC(=O)C1=COC(C)C2CN3CCc4c([nH]c5ccccc45)C3CC12 (stereo not drawn)
-1	-3	CCn1c(COc2ccccc2C(N)=O)nc2ccccc21
3	10	O=C(Nc1nnc(-c2ccc3c(c2)CCCC3)o1)c1ccccc1Cl
-14	2	Cc1cccc(C(=O)NCC2CCCO2)c1 (stereo not drawn)
7	4	CC(=O)N1CCCc2ccccc21
6	-5	CC(O)CNc1nc2ccccc2n1CC(=O)NCCc1ccc(Cl)cc1 (stereo not drawn)
6	-4	c1cncc(-c2nc(N3CCOCC3)c3ccccc3n2)c1
-4	-13	CC(C)C(C)(C#N)NC(=O)CSc1nnc(-c2ccccc2)o1 (stereo not drawn)
6	-2	CCC(C(=O)Nc1cnccn1)c1ccccc1 (stereo not drawn)
6	-9	CC1C/C(=N\NC(=S)NC(C)C)CC(C)(C)C1 (stereo not drawn)
4	4	COc1ccc(-c2nc3c(c(=O)[nH]c(=O)n3Cc3ccccc3)n2C)cc1
-11	16	COC(=O)c1cc2occc2n1Cc1ccc(Cl)cc1
-10	-1	O=C(Nc1ccc(N2CCOCC2)cc1N1CCOCC1)c1ccco1
6	6	CNc1sc(C(=O)c2ccc(F)cc2)c(N)c1-c1nc2ccccc2s1
8	-2	COc1ccc(CCNC2=C(Cl)C(=O)N(CCc3ccc(OC)c(OC)c3)C2=O)cc1OC
5	-6	O=S(=O)(c1ccc2ccccc2c1)N1CCN(S(=O)(=O)N2CCCCC2)CC1
-3	-9	COc1ccccc1-n1cnc2cc(NC(=O)c3ccco3)ccc21
-12	16	CC12CCC(C(=O)N3CCN(C(c4ccccc4)c4ccccc4)CC3)(OC1=O)C2(C)C (stereo not drawn)
5	-4	CN(C)CCNCc1ccccc1OC1CCCC1
3	-1	CSc1nsc(SC)c1C(=O)Nc1ccc(C)cc1
3	-12	CCCCCn1c(Sc2ncccn2)nc2c1c(=O)[nH]c(=O)n2C
0	3	CC(C)=C(NC(=O)c1ccccc1)C(=O)N1CCOCC1

Further records follow.
FXIIa single	FXIa single inh	smiles
12	3	CCCc1cc(=O)[nH]c(SCc2ccc(Cl)cc2)n1
8	3	O=C(CCN1C(=O)c2ccccc2S1(=O)=O)Nc1ccc2c(c1)OCCO2
6	1	c1ccc(CCc2nc(-c3ccccc3)no2)cc1
4	-8	CCOc1ccc(-c2nnc(SCc3nc4ccccc4[nH]3)n2N)cc1
-4	-3	CC1(C)C(=O)Nc2ccccc2N1C(=O)COC(=O)C1CCCCC1
8	3	COc1ccc(-c2ccnc(SCC(=O)Nc3ccccn3)n2)cc1
4	1	CC(C)(C)OC(=O)N1CC(O)CC1C(=O)OCC(=O)c1ccc(Cl)cc1 (stereo not drawn)
3	1	CC(=O)Nc1cc2c(cc1C(=O)C(C)C)OCCO2
6	0	O=C(Nc1nc(-c2cccs2)cs1)c1ccc(Cl)cc1
4	3	Cc1cc(C)cc(OCc2nnc(SCC(=O)OC3CCCCC3)o2)c1
6	6	C=CCn1c(SC(C)C(=O)NCc2ccc3c(c2)OCO3)nc2scc(-c3ccccc3)c2c1=O (stereo not drawn)
7	0	Oc1ccc(Nc2nc(-c3ccc(O)cc3)cs2)cc1
6	6	CN(C)S(=O)(=O)Nc1ccc(Oc2ccccc2)cc1
6	17	CCN1CCN(C(=O)CN(C)S(=O)(=O)c2ccc(OC)c(C)c2)CC1
9	8	O=C(Nc1ccc(Cl)cc1)OCCn1nnnc1C(c1ccccc1Cl)N1CCOCC1 (stereo not drawn)
-9	-10	O=C(NCc1cccnc1)c1cccnc1-c1nc2ccccc2s1
5	-4	Cc1noc(C)c1COc1ccc(C(=O)OCC(=O)NC2CCCCC2C)cc1 (stereo not drawn)
1	0	Cc1cccc(CCNC(=O)CCc2c(C)nc3ncnn3c2C)c1
2	1	CCOc1ccc(-n2cc(C(=O)Nc3cccc(Cl)c3)c3cc(OC)c(OC)cc3c2=O)cc1
-3	-1	COc1cc(C(=O)Nc2ccc(S(=O)(=O)NC(C)(C)C)cc2)cc(OC)c1OC
-12	-2	CCCNC(=O)CCNC(=O)c1ccc(C(C)(C)C)cc1
-22	3	Cc1cc(C)n(-c2ccc(C(=O)OCC(=O)N(CC(C)C)C3CCS(=O)(=O)C3)cc2)n1 (stereo not drawn)
4	5	Cc1cccc(Oc2ccccc2NC(=O)c2cnccn2)c1
3	-4	COc1ccc(C(C)(C)C)cc1NC(=O)C1C2C=CC(C2)C1C(=O)O (stereo not drawn)

Already shown: an excerpt of the list.
FXIIa single	FXIa single inh	smiles
3	-12	CCCCCn1c(Sc2ncccn2)nc2c1c(=O)[nH]c(=O)n2C
0	3	CC(C)=C(NC(=O)c1ccccc1)C(=O)N1CCOCC1
12	3	CCCc1cc(=O)[nH]c(SCc2ccc(Cl)cc2)n1
8	3	O=C(CCN1C(=O)c2ccccc2S1(=O)=O)Nc1ccc2c(c1)OCCO2
6	1	c1ccc(CCc2nc(-c3ccccc3)no2)cc1
4	-8	CCOc1ccc(-c2nnc(SCc3nc4ccccc4[nH]3)n2N)cc1
-4	-3	CC1(C)C(=O)Nc2ccccc2N1C(=O)COC(=O)C1CCCCC1
8	3	COc1ccc(-c2ccnc(SCC(=O)Nc3ccccn3)n2)cc1
4	1	CC(C)(C)OC(=O)N1CC(O)CC1C(=O)OCC(=O)c1ccc(Cl)cc1 (stereo not drawn)
3	1	CC(=O)Nc1cc2c(cc1C(=O)C(C)C)OCCO2
6	0	O=C(Nc1nc(-c2cccs2)cs1)c1ccc(Cl)cc1
4	3	Cc1cc(C)cc(OCc2nnc(SCC(=O)OC3CCCCC3)o2)c1
6	6	C=CCn1c(SC(C)C(=O)NCc2ccc3c(c2)OCO3)nc2scc(-c3ccccc3)c2c1=O (stereo not drawn)
7	0	Oc1ccc(Nc2nc(-c3ccc(O)cc3)cs2)cc1
6	6	CN(C)S(=O)(=O)Nc1ccc(Oc2ccccc2)cc1
6	17	CCN1CCN(C(=O)CN(C)S(=O)(=O)c2ccc(OC)c(C)c2)CC1
9	8	O=C(Nc1ccc(Cl)cc1)OCCn1nnnc1C(c1ccccc1Cl)N1CCOCC1 (stereo not drawn)
-9	-10	O=C(NCc1cccnc1)c1cccnc1-c1nc2ccccc2s1
5	-4	Cc1noc(C)c1COc1ccc(C(=O)OCC(=O)NC2CCCCC2C)cc1 (stereo not drawn)
1	0	Cc1cccc(CCNC(=O)CCc2c(C)nc3ncnn3c2C)c1
2	1	CCOc1ccc(-n2cc(C(=O)Nc3cccc(Cl)c3)c3cc(OC)c(OC)cc3c2=O)cc1
-3	-1	COc1cc(C(=O)Nc2ccc(S(=O)(=O)NC(C)(C)C)cc2)cc(OC)c1OC
-12	-2	CCCNC(=O)CCNC(=O)c1ccc(C(C)(C)C)cc1
-22	3	Cc1cc(C)n(-c2ccc(C(=O)OCC(=O)N(CC(C)C)C3CCS(=O)(=O)C3)cc2)n1 (stereo not drawn)
4	5	Cc1cccc(Oc2ccccc2NC(=O)c2cnccn2)c1
